dFosB activator: activators of delta FosB homodimer, primary screen, biochemical, fluorescence polarization, TAMRA-CDK5 oligo, single point. Protein FosB (Mus musculus), P13346. purified delta FosB; percent of positive-control signal above neutral wells. activation, % at 25 µM. 340,000 compounds, 0.99% hits. AID 493131, 2011;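 active = mean activation above about 17%, with every replicate also reaching it, limit read from the data, passing the limit was not always enough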;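 also: fluorescence polarization rise as delta FosB binds a TAMRA Cdk5 AP-1 oligo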
CAL PDZ FP-1: CAL PDZ peptide-binding inhibitors, primary screen, biochemical, fluorescence polarization, Cer-tagged CAL PDZ, HTS. 330,000 compounds, 0.02% hits. inhibition, % at 20 µM. AID 504414, 2011. purified CAL PDZ, TMR-peptide fluorescence polarization, 1 h. Golgi-associated PDZ and coiled-coil motif-containing protein (Homo sapiens), Q9HD26;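 active = highest replicate inhibition of at least 40%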;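 also: plate controls were DMSO neutral control wells for no effect and unlabeled competitor peptide control wells for full effect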
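material = purified tagged CAL PDZ domain construct (CerCALP) | compound dosing = 20 µM, one dose | times = 1 h at RT | measured by = fluorescence polarization from S- and P-plane intensities, G-factor corrected | read-out = inhibition from polarization loss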
CAL PDZ FP-2: untagged CAL PDZ binding inhibitors, primary screen, biochemical, fluorescence polarization, HTS. Golgi-associated PDZ and coiled-coil motif-containing protein (Homo sapiens), Q9HD26. purified CAL PDZ, TMR-peptide fluorescence polarization, 1 h. inhibition, % at 24.9 µM. 300,000 compounds, 0.92% hits. AID 602252, 2012;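 active = mean inhibition of at least 30% with at least half of replicates also reaching 30%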;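 also: 0% = DMSO neutral control and 100% = excess unlabeled competitor peptide PRC23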
Rtt109 HAT inh: inhibitors of C. albicans Rtt109/Vps75 HAT, primary screen, biochemical, ThioGlo CoA-SH fluorescence, plate reader; purified Rtt109/Vps75, 4 h; 330,000 compounds, 0.16% hits; Histone acetyltransferase RTT109 (Candida albicans (strain SC5314 / ATCC MYA-2876)), …; inhibition, % at 34.9 µM; AID 540336, 2011;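 active = inhibition of at least 50% in every replicate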
Target sequence (Q5AAJ8 whole entry, looked up): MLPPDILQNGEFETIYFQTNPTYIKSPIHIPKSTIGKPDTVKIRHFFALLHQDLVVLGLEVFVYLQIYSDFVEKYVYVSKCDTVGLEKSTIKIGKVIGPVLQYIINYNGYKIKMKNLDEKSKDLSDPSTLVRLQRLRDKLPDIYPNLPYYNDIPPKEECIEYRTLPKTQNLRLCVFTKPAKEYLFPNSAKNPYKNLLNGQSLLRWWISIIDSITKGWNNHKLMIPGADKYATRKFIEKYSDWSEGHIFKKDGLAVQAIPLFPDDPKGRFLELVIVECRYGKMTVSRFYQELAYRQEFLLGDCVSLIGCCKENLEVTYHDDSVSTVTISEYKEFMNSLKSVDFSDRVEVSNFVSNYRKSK
CDK5 p35 inh: inhibitors of human CDK5/p35 kinase, primary screen, biochemical, single concentration; 330,000 compounds, 0.01% hits; inhibition, % at 10 µM; Recombinant CDK5/p35, ADP-Glo luminescence, 60 min; Cyclin-dependent kinase 5 (Homo sapiens) + Cyclin-dependent kinase 5 activator 1 (Homo …;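 active = highest replicate inhibition of at least 50% and at least 75% of replicates reaching 50%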;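 also: plate controls were DMSO neutral control for no effect and GW8510 at 10 µM for full effect; many of its hits are not listed in these tables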
Target sequence (Q00535 whole entry, looked up): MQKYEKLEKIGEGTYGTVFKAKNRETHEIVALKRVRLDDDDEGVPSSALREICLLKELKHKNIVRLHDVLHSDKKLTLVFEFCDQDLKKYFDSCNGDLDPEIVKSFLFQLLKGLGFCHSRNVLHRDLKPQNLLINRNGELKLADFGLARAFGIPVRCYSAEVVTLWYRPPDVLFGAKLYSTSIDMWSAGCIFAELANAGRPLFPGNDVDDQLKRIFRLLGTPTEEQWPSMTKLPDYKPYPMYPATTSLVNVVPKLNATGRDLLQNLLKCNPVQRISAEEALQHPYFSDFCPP
Target sequence (Q15078 whole entry, looked up): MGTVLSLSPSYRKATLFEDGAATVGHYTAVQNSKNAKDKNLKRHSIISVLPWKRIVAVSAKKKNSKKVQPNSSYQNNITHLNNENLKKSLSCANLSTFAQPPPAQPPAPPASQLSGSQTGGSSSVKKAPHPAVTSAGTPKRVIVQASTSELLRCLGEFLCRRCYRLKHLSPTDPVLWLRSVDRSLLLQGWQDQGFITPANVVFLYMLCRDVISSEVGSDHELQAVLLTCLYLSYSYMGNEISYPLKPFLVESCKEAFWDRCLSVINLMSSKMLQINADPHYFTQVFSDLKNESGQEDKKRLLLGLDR
MITF TRPM1 HTS: activators of MITF-driven TRPM1 promoter reporter, primary screen, cell-based, SK-MEL-5, luciferase, single point; SK-MEL-5 TRPM1-promoter luciferase, 24 h; % of positive control, neutral wells = 0; activation, % at 12.5 µM; 300,000 compounds, 0.75% hits;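 active = mean activation of at least 80% with every replicate also reaching 80%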;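 also: 0% = neutral control wells and 100% = parthenolide positive control wells; values of inactives mirror those of a sister screen read the other way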
cardiac RTF act: cardiac RTF calcium sensitivity activators, primary screen, biochemical, IANBD-TnC fluorescence, EC20 calcium; Troponin I, cardiac muscle (Homo sapiens) + Troponin T, cardiac muscle (Homo sapiens) + …; activation, % at 7.2 µM; AID 493008, 2010; 340,000 compounds, 0.24% hits; IANBD-labeled TnC RTF fluorescence at EC20 calcium; 0% EC20 calcium, 100% full calcium;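 active = activation above the mean over all tested compounds plus 3 SD, cut at about 30% in these data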;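 also: rise in fluorescence read as greater calcium sensitivity of cardiac thin filaments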
V-ATPase pH: regulators of yeast V-ATPase proton pumping, primary screen, pHLuorin cytosolic pH fluorescence | response, % at 10 µM | S. cerevisiae | AID 504577, 2011 | 350,000 compounds, 0.37% hits; in the data active = response mostly above about 7.3%, no sharp cut-off; inactive = mostly below about 5.4%; also: actives read high; inactives centre near 0; some compounds called inactive have numbers as strong as hits; reference of the scale not given here
Wnt act: Wnt/beta-catenin pathway activators, primary screen, cell-based, plate reader, single point; Wnt/beta-catenin reporter cell assay, activator; 300,000 compounds, 1.2% hits; activation, % at 9.35 µM; AID 743398, 2014; in the data active = activation above about 30%, passing the limit was not always enough;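 also: 0% = neutral control wells and 100% = positive control wells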
Tat export inh: E. coli Tat export inhibitors, primary screen, MC4100, TorA-mCherry reporter, fluorescence, single point | inhibition, % at 10 µM | 340,000 compounds, 0.036% hits | AID 488895, 2010;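 active = mean replicate inhibition at least 50% and at least half of replicates individually reaching 50%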;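 also: exported cargo escapes ClpAP degradation while cytoplasmic cargo is degraded and loses fluorescence; 0% = median of neutral control wells and 100% = median of NaSCN control wells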
* = called active by the depositor; x = no result given.

SMILES	dFosB activator	CAL PDZ FP-1	CAL PDZ FP-2	Rtt109 HAT inh	CDK5 p35 inh	MITF TRPM1 HTS	cardiac RTF act	V-ATPase pH	Wnt act	Tat export inh
CCCCN(C(=O)c1cc(S(=O)(=O)N2CCCCC2)ccc1Cl)c1c(N)n(CC(C)C)c(=O)[nH]c1=O	-9.4	0.5	-3.4	-5.3	-0.2	x	1.2	0.0	-0.2	5.9
CC1=C(C(=O)Nc2ccc([N+](=O)[O-])cc2)C(c2cccc(C(F)(F)F)c2)NC(=S)N1c1ccccc1 (stereo not given)	2.7	0.0	0.8	5.8	-1.0	x	-2.2	-0.8	x	8.7
CSc1ccc(CCNC(=O)C2CCCN(c3nn4c(=O)cc(C)nc4s3)C2)cc1 (stereo not given)	3.6	-1.8	-3.1	4.3	0.0	-8.6	-3.0	-2.4	-0.1	4.1
O=c1cc(-c2ccccc2O)nc(-c2ccccc2)[nH]1	0.4	-1.4	-4.7	-3.8	-0.4	7.8	-1.0	0.0	-1.0	-4.5
Fc1cccc(Cl)c1/C=N/Nc1ccccn1	-7.1	0.2	x	6.6	-0.2	35.2	-2.4	-1.4	16.8	-8.0
CC(=O)Nc1cccc(NC(=O)CS(=O)(=O)c2cn(CC(=O)N3CCOCC3)c3ccccc23)c1	-0.9	-2.6	-0.4	-17.1	-3.4	-5.6	1.0	4.2	-0.3	6.0
Cc1ccc(/C=C(/NC(=O)c2ccccc2)C(=O)NC(Cc2c[nH]c3ccccc23)C(=O)O)cc1 (stereo not given)	-5.3	-1.7	x	-6.0	-0.9	-18.3	1.2	3.8	-0.9	-4.7
CC(C)NC(=O)C1(N2C(=O)c3ccccc3C2=O)CCCC1	-5.8	-0.9	-2.1	-2.4	-6.9	1.2	3.2	2.9	0.2	12.6
Cc1cc(=O)oc(C)c1C(=O)N1CCc2c([nH]c3ccccc23)C1C(C)C (stereo not given)	-4.1	-3.2	x	-10.2	0.6	8.6	0.5	1.6	-2.1	10.7
COC(=O)c1cccc(Nc2nc(-c3ccncc3)nc3ccccc23)c1	-11.3	-0.9	22.4	0.2	0.5	1.1	0.7	0.6	1.2	-6.6

Structural class: the entries above with a Cl atom (2)
SMILES	dFosB activator	CAL PDZ FP-1	CAL PDZ FP-2	Rtt109 HAT inh	CDK5 p35 inh	MITF TRPM1 HTS	cardiac RTF act	V-ATPase pH	Wnt act	Tat export inh
CCCCN(C(=O)c1cc(S(=O)(=O)N2CCCCC2)ccc1Cl)c1c(N)n(CC(C)C)c(=O)[nH]c1=O	-9.4	0.5	-3.4	-5.3	-0.2	x	1.2	0.0	-0.2	5.9
Fc1cccc(Cl)c1/C=N/Nc1ccccn1	-7.1	0.2	x	6.6	-0.2	35.2	-2.4	-1.4	16.8	-8.0

Following part:
SMILES	dFosB activator	CAL PDZ FP-1	CAL PDZ FP-2	Rtt109 HAT inh	CDK5 p35 inh	MITF TRPM1 HTS	cardiac RTF act	V-ATPase pH	Wnt act	Tat export inh
CC(OC(=O)CN1C(=O)c2ccccc2C1=O)C(=O)c1ccccc1 (stereo not given)	1.7	0.1	-0.1	-3.2	-1.1	-2.8	-0.7	-1.3	1.7	-7.0
COc1cc(CNCc2cccnc2)ccc1OCC(=O)NC(C)(C)C	2.1	-2.6	0.0	5.6	0.7	-4.6	-6.3	-2.6	x	6.5
COC(=O)CN1C(=O)Nc2ccc(Br)cc2C1c1ccccc1Cl (stereo not given)	-20.7	-0.4	-5.3	9.3	1.1	-9.9	5.8	-4.2	x	-7.9
CCc1ccc(CNC(=O)C2CCCN(c3nc4ccccc4o3)C2)cc1 (stereo not given)	-3.6	-1.0	-2.2	16.1	0.4	-15.0	0.3	1.4	x	5.9
CC1CC1C(=O)OCC(=O)Nc1ccccc1Oc1ccccc1 (stereo not given)	-1.1	-0.5	-6.3	7.4	-0.5	-3.5	4.0	-0.9	-3.8	-1.4
C=CCn1c(-c2ccc([N+](=O)[O-])cc2)n[nH]c1=S	2.2	0.0	-1.6	15.8	1.2	-4.7	8.7	-1.6	x	-2.3
O=C(CN1C(=O)CSc2ccccc21)Nc1ccccc1C(=O)N1CCOCC1	-6.2	0.4	13.5	-9.0	2.5	-29.4	-8.5	-5.3	-0.6	-4.0
Cc1c(NC(=O)CNCc2ccc3c(c2)OCO3)c(=O)n(-c2ccccc2)n1C	-2.7	-1.0	3.6	-20.2	0.1	3.5	-6.7	-2.7	-5.6	2.4
CCN1CCN(S(=O)(=O)c2ccc(Cl)c(C(=O)Nc3nnc(C)s3)c2)CC1	-4.6	-2.1	-1.0	19.2	3.3	-5.6	-2.0	-1.3	0.6	5.7
O=C(NCCc1nc2ccccc2[nH]1)c1ccc(Cl)c([N+](=O)[O-])c1	-9.0	-2.2	-1.5	-2.6	0.8	-5.2	12.5	-2.6	-4.5	-11.6
O=C(CCCCCCCCC(=O)N/N=C/c1ccco1)N/N=C/c1ccco1	-5.7	-2.7	-3.5	13.7	-1.1	4.5	1.4	4.5	3.5	-1.4
Nc1ccc(-n2cnc3cc([N+](=O)[O-])ccc32)cc1	4.4	-0.3	-3.3	12.3	-0.1	33.8	-3.0	1.1	x	-1.4
Cc1nn(CC(=O)NCCCN2CCCC2)c(=O)c2nn(-c3ccccc3)c(C)c12	-4.6	-0.5	x	-15.3	-0.5	-10.7	0.5	-1.2	-1.2	-0.7
CC(C)CN1C(=O)C(=O)N(CC(=O)c2ccc[nH]2)C1=O	-4.9	-1.6	-1.2	x	-0.1	10.1	-2.1	2.9	9.5	8.3
CN(CCCNC(=O)Cn1c(=O)c2cccn2c2ccccc21)Cc1ccccc1	-3.9	-1.5	-2.2	-4.2	0.5	2.0	-7.5	-5.4	1.5	-5.6
CC1CCCCC1NC(=O)CSc1nnc(CC(=O)Nc2ccccc2F)n1C (stereo not given)	-0.3	-1.1	-8.9	6.4	-0.8	-4.7	-6.9	2.5	2.1	3.7
N#CC1(NC(=O)COC(=O)c2nc(Cl)ccc2Cl)CCCCC1	-2.7	0.2	x	-1.2	-0.6	-7.4	-5.0	-1.1	-2.8	0.9
COC1=C(Nc2ccccc2OC)C(=O)c2ccccc2C1=O	-2.2	-2.5	x	5.5	1.8	x	x	-6.5	-2.1	-13.8
CSc1nncc(=O)[nH]1	-5.1	-1.5	x	3.8	-0.1	-0.2	-2.8	-2.2	x	-7.2
NCCCNC(=O)c1cc2ccccc2[nH]1	0.9	-0.9	0.4	5.9	-0.3	-1.2	-4.4	1.6	x	-2.1
CC(=O)Nc1ccc(NC(=O)C(C)OC(=O)c2ccc(OCc3c(C)noc3C)cc2)cc1 (stereo not given)	-8.5	-0.4	x	-10.3	0.8	-5.1	3.0	1.7	x	1.1
O=c1[nH]ncn1-c1cccc(C(F)(F)F)c1	0.5	x	-2.1	3.7	1.5	x	6.1	1.2	-2.0	-3.4
Cc1nc(N)c(Cc2ccc(Cl)cc2Cl)c(N)n1	-8.1	-0.8	1.7	1.6	1.9	-1.6	x	-0.4	-2.3	-10.0
Cc1cc(C)n(Cc2ccc(C(=O)O)cc2)n1	-4.7	-1.7	-2.6	-1.6	0.5	-8.8	-1.5	4.9	-3.3	0.3
NNC(=O)c1cccc(COc2ccccc2Br)c1	-6.7	-0.8	-2.7	-1.1	1.0	6.5	3.0	6.7	x	5.0
Cc1onc(-c2ccccc2)c1C(=O)Nc1nc2c(s1)CCCC2	-3.3	-1.4	-2.6	-3.0	-1.0	x	8.2	2.6	19.4	4.0
O=S(=O)(NCC(c1ccco1)N1CCN(c2ccc(F)cc2)CC1)c1ccc(F)cc1 (stereo not given)	-4.1	-0.1	-0.3	-9.0	-3.7	10.4	1.9	-4.3	x	-1.7
Cn1c(SCc2cccc([N+](=O)[O-])c2)nc2c(c1=O)SCC2	1.0	-0.9	-10.3	-0.1	-0.4	-18.9	-0.1	-1.0	-0.5	7.6
CC(Sc1ncccn1)C(=O)N1CCc2ccccc21 (stereo not given)	-11.6	-2.0	-6.4	-4.0	-0.5	-3.3	3.6	-3.2	-0.4	-6.3
O=Cc1cn(Cc2ccccc2)nc1-c1cccnc1	1.1	-1.2	-2.7	0.2	-1.1	1.7	1.8	4.2	-0.6	4.5
COCC1CCN(C(=O)C2CCC(=O)N(CC3CCCCC3)C2)CC1 (stereo not given)	-1.4	0.0	1.3	0.9	3.5	-4.2	-1.5	1.1	-0.1	0.0
CCOC(=O)c1cc(C(C)=O)n2ccccc12	-2.7	-2.4	-3.0	-5.3	-0.3	-1.3	7.6	-1.9	x	-8.6
COCCn1c(C)cc(C(=O)COC(=O)c2ccc(Cl)c(S(N)(=O)=O)c2)c1C	-8.3	-2.4	-3.9	-2.1	-0.4	39.0	16.9	1.1	22.2	3.9
Cc1ccc(C(=O)CN(Cc2ccccc2)C2=NCCS2)cc1	-1.3	-0.5	5.5	-1.4	1.1	8.1	1.4	-1.4	-0.9	2.3
CCOC(=O)C1CCN(C2CC(=O)N(c3ccc(OCC)cc3)C2=O)CC1 (stereo not given)	-1.0	0.1	-1.8	0.1	0.5	-1.7	-2.0	-1.7	x	-0.3
O=C(CC(=O)NC1CCCCC1)N/N=C/c1ccccc1Cl	-2.2	-2.7	0.3	-11.2	0.2	-10.9	-2.5	1.7	x	-3.9
COc1ccccc1N1CCN(c2ccc(N3C(=O)CCC3=O)cc2[N+](=O)[O-])CC1	-4.2	-1.3	-0.3	-7.3	1.5	18.2	4.4	-0.8	1.2	-4.7
O=C(NCCCN1CCOCC1)c1ccc(CS(=O)(=O)c2cccc(C(F)(F)F)c2)o1	-7.5	-0.9	-0.9	6.5	2.9	-3.5	10.8	-1.1	-2.4	7.0
C=CCSc1nnc(-c2cc(Br)ccc2N)c(=O)[nH]1	-0.7	-2.2	x	-2.6	-1.2	-3.7	0.3	4.2	0.3	-5.6
CC(=O)Oc1ccc2c(=O)c(Oc3ccccc3[N+](=O)[O-])coc2c1	5.8	-0.9	-3.0	-0.3	-1.3	3.3	-1.8	-1.0	3.0	-7.8
O=C(COC(=O)C12CC3CC(CC(C3)C1)C2)Nc1nccs1	-4.7	-1.9	0.8	-5.0	-1.7	3.7	2.4	1.9	-1.7	-9.6
COC(=O)c1c(C)noc1-c1ccc(Cl)cc1	-2.2	-1.4	-5.5	-4.7	-0.7	-9.7	6.2	-4.4	1.1	6.1
CCOc1ccc(Nc2ccc(S(=O)(=O)N3CCN(C)CC3)cc2[N+](=O)[O-])cc1OCC	7.4	-0.2	x	11.0	0.1	0.2	-3.8	-1.4	-2.4	-3.7
Cc1ccc(SCc2cn3cccnc3n2)cc1	-0.4	-0.8	-2.7	-2.1	-2.4	62.1	-1.6	-1.2	x	-4.8

Assay outcomes from PubChem.
